GAA inhib: qHTS Assay for Inhibitors of Human alpha-Glucosidase as a Potential Chaperone Treatment of Pompe Disease. Lysosomal alpha-glucosidase (Homo sapiens), P10253. purified human GAA, 4-MU-alpha-glucoside fluorescence. Potency, µM (doses to about 76.9 µM), without a hit: at the highest dose activity change, negative = inhibition, hits mostly inhibitors. 0.005% of 200,000 active. AID 1466, 2008;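 also: potency is read from the fitted curve at half-maximal effect; plate controls were uninhibited enzyme wells for no effect and no-enzyme background for full effect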
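Endpoint fluorogenic read: 20 min room-temperature reaction of 4 nM human alpha-glucosidase with 400 uM 4-methylumbelliferyl-alpha-D-pyranoside, pH 5.0, quenched with 1M NaOH/1M glycine pH 10. AC50 from Hill modeling.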
HTT aggregate: qHTS Multiplex Assay to Identify Dual Action Probes in a Cell Model of Huntington: Aggregate Formation (GFP) | Potency, µM (highest dose often 46.1 µM), without a hit: at the highest dose activity change, negative = inhibition, hits mostly inhibitors | AID 1688, 2009 | PC12 HttQ103-GFP aggregates, Acumen cytometry, 40 h | 1.1% of 220,000 active; also: potency is read from the fitted curve at half-maximal effect; % is scaled to controls: 0 for no effect and ±100 for the full control effect; nearly all actives have a fitted effect of over 60% in size
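Multiplexed with ATP-based cell death, this channel scores GFP aggregates in PC12 cells expressing inducible HTTex1-Q103-GFP. Induction used 100 nM tebufenozide; compounds were tested in concentration series.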
LMNA splice mod: qHTS Assay for Modulators of Lamin A Splicing | HeLa LMNA splicing GFP/RFP minigene ratio, 48 h | Potency, µM (highest dose often 46.1 µM), without a hit: at the highest dose ratio change, negative = inhibition, usual class: inhibitors | 0.01% of 200,000 active; active = well fitted inhibition curve with a large enough effect in the signal ratio, with a control signal flat, not every such curve was filed as active; inconclusive = small, poorly fitted or top-dose-only effect, or effect the other way, or a change in a side signal; the % refers to the signal ratio; also: potency is read from the fitted curve at half-maximal effect; % is scaled to controls: 0 for no effect and ±100 for the full control effect
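S3 HeLa cells stably expressing lamin A-EGFP splicing minigene plus DsRed2, 600 cells/well, 48 h compound exposure at 37C. Laser-scanning cytometry; analysed as GFP (500-530 nm)/RFP (575-640 nm) total intensity ratio; 0.5% DMSO vehicle.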
aGlu spleen mod: qHTS Assay for Inhibitors and Activators of Human alpha-Glucosidase From Spleen Homogenate; human spleen homogenate, 4-MU-alpha-glucoside fluorescence; Potency, µM (series often up to 79.9 µM), without a hit: at the top dose activity change, negative = inhibition, hits mostly inhibitors; 0.006% of 240,000 active; AID 2112, 2009;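 also: potency is read from the fitted curve at half-maximal effect; 0% = enzyme with vehicle and -100% = no enzyme basal signal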
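Compounds were titrated against alpha-glucosidase in spleen homogenate at pH 5.0, with 1 mM 4-methylumbelliferyl substrate for 40 min at 37 C. Reactions were quenched with pH 10 NaOH/glycine and fluorescence measured.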
GAA glycogen mod: qHTS Assay for Inhibitors and Activators of Human alpha-Glucosidase Cleavage of Glycogen; AID 2100, 2009; Lysosomal alpha-glucosidase (Homo sapiens), P10253; Potency, µM (series often up to 76.4 µM), for the others: at the top dose activity change, negative = inhibition, actives largely listed as inhibitors; recombinant GAA, glycogen substrate, Amplex Red glucose oxidase fluorescence; 0.38% of 300,000 active;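 also: potency is read from the fitted curve at half-maximal effect; 0% = full enzyme reaction and -100% = no-enzyme basal signal; the screen sought inhibitors and activators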
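Natural-substrate format: glycogen cleavage by 4 nM human enzyme, glucose read by Amplex Red coupling (Ex 573, Em 610 nm). Normalized to enzyme and no-enzyme controls.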
CBFb-RUNX1 inh: qHTS Assay for Compounds Blocking the Interaction Between CBF-beta and RUNX1 for the Treatment of Acute Myeloid Leukemia; Runt-related transcription factor 1 (Homo sapiens) + Core-binding factor subunit beta …; AlphaScreen CBFb-His/RUNX1-biotin binding, biochemical; Potency, µM (titrated, usually from 59.8 µM), for the others: top-dose activity, negative = inhibition, hits mostly inhibitors; 230,000 tested, under 10 active; AID 1477, 2009; also: % of control where 0% means no effect
Target sequence (Q01196 whole entry, looked up): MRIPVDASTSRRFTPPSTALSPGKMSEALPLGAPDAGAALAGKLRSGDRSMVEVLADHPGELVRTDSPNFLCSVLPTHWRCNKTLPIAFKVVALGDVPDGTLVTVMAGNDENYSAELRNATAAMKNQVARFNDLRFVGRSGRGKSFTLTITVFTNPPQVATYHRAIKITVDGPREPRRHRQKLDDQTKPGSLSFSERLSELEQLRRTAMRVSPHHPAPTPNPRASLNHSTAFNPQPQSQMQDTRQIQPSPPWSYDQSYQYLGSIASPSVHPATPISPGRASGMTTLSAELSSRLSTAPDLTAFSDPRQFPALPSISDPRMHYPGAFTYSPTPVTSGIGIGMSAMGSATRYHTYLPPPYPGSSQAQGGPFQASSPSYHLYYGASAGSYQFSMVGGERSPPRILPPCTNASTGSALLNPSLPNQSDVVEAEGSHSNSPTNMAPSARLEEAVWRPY
Target sequence (Q13951 whole entry, looked up): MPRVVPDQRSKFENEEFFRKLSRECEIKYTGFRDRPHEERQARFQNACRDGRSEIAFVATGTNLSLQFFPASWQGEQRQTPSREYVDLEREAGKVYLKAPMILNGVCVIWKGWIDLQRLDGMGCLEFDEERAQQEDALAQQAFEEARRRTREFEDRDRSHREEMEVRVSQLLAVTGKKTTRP
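AlphaScreen binding: CBFb-His and RUNX1-biotin (30 nM each) preincubated 20 min, compound added for 15 min, then nickel and streptavidin beads for 90 min, all at room temperature. Disruption of the interaction by any mechanism counts as activity.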
HTT cytoprotect: qHTS Multiplex Assay to Identify Dual Action Probes in a Cell Model of Huntington: Cytoprotection (ATP); PC12 HTT-Q103 induced, cytoprotection, ATP luminescence, 40 h; Potency, µM (titrated, usually from 56.4 µM), for the others: cytoprotection (ATP increase), hits mostly activators; 0.14% of 230,000 active; AID 1471, 2008;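 also: potency is read from the fitted curve at half-maximal effect; % of control where 0% means no effect; nearly all actives have a fitted effect of over 45% in size; toxic huntingtin expression switched on by the ecdysone agonist tebufenozide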
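Huntington model: PC12 line, ecdysone-inducible HTTQ103 exon1–GFP, tebufenozide 100 nM. Test articles in a dose series. Endpoint luminescence from cellular ATP.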
The depositor's hits bear a star; ? = inconclusive; . = not tested or not shown; & = joins results of further samples; [ ] = dose if it differs, or a comment. Unless noted, calls follow the shape of the dose curve; as a rule, active = well fitted curve in the direction sought with a large enough effect; inconclusive = small, poorly fitted or top-dose-only effect, or another doubt; inactive = no such curve, though single readings can be large; an effect the other way counts as inactive or inconclusive.

Screens in order: GAA inhib, GAA glycogen mod, CBFb-RUNX1 inh, aGlu spleen mod, HTT aggregate, LMNA splice mod, HTT cytoprotect
1) O=C(O)c1ccc2c(c1)N(Cc1ccccc1)C(=O)c1ccccc1S2=O (stereo not drawn)
→ 4%, 1%, 10%, -9%, -9%, 1%, -1%
2) CCn1c(SCC(=O)NC(C)(C)C)nnc1-c1ccoc1C
→ 3%, 8%, 7%, 1%, -14%, -5%, 14%[1.9 µM]
3) COc1ccc(OC)c(C2C(C#N)=C(N)Oc3c2c(C)nn3-c2cccc(Cl)c2)c1 (stereo not drawn)
→ 2%, ?, -26%, 0%, ?, ?, 13%
4) c1ccc(CCNc2ncnc3c2cnn3-c2ccccc2)cc1
→ -5%, 1%, 10%, -3%, -13%, -6%, 20%[0.074 µM]
5) Cc1cc2[nH]ncc2cc1NC(=S)NC(=O)c1ccccc1
→ 3%, -13%, -7%, -5%, -17%, -5%, -9%
6) COc1ccc(C(CNC(=O)C2CC(=O)N(Cc3ccc(C)cc3)C2)N(C)C)cc1 (stereo not drawn)
→ -1%, -5%, 2%, -1%, 5%, 1%, -15%
7) CC(=O)C1=C(NC(=O)c2ccc(C(F)(F)F)cc2)C[C@@H]2[C@H]1C2(C)C
→ -10%[15.4 µM], 4%, 7%, -4%, ?, -9%[46 µM], 4%[10 µM]
8) N#Cc1c(N2CCCC2)ccc(Br)c1Cl
→ 4%, -5%, ?, 0%, 17%[9.22 µM], ., 38%[10 µM]
9) CCCCC(=O)NC1(C(F)(F)F)C(=O)N(CC(C)C)C2=C1C(=O)CC(C)(C)C2 (stereo not drawn)
→ -10%, -5%, 8%, 5%, 12%, 18%, -1%
10) O=C(CSc1nc2cccnc2n1Cc1ccccc1)NC1CCCCC1
→ -2%, -1%, 11%, -2%, -17%, -5%, 15%[1.9 µM]
11) Cc1ccc(/C=C2/NC(=O)N(Cc3ccc(Br)cc3)C2=O)o1
→ 0%, -3%, -8%, 3%, 21%, ?, 8%[10 µM]
12) CN1C(=S)N2CCCN2C1c1ccccc1 (stereo not drawn)
→ ., ?, -1%, -1%, 6%[9.22 µM], ., 9%[10 µM]
13) CCOC(=O)C(CC)n1nc(C)n2c(cc3occc32)c1=O (stereo not drawn)
→ -22%, 11%[76.3 µM], 0%, -1%, 17%, -6%, -6%
14) CCN(CC(=O)Nc1sc2c(c1C#N)CCCC2)CC(=O)NC1CCS(=O)(=O)C1 (stereo not drawn)
→ 8%, 0%, 1%, -12%, 3%, 3%[46 µM], -12%
15) NC(=O)[C@@H]1CCCNc2c(F)cc([N+](=O)[O-])cc2C(=O)N[C@@H](CO)C(=O)N[C@@H](Cc2ccc(O)cc2)C(=O)N1
→ -12%, 3%, 2%[2.36 µM], -6%, 13%, -1%, .
16) O=C(c1cccn2c(=O)c3cc(Cl)ccc3nc12)N1CCN(Cc2ccc3c(c2)OCO3)CC1
→ 6%, 6%, 1%, 2%, -35%, -1%, -12%[10 µM]
17) N#Cc1c2c(c(N3CCN(c4ccccn4)CC3)n3c1nc1ccccc13)CCC2
→ 2%[15.4 µM], -5%, 5%, 6%, 1%, 7%, 16%
18) Cc1cc(C)cc(NC(=S)NC2CC3CCCC(C2)N3C2CCCC2)c1 (stereo not drawn)
→ ?, -9%, 9%, 5%, 2%[9.22 µM], -28%[46 µM], -4%[10 µM]
19) Cc1cc(=O)[nH]c(-c2cccnc2)n1
→ -3%, -1%, 18%, ., -10%, 27%[46 µM], 1%
20) Nc1c(C(=O)OCC2CCCO2)c2nc3ccccc3nc2n1-c1ccc2c(c1)OCCO2 (stereo not drawn)
→ 6%, -2%, 8%, -5%, 2%, 2%, -30%
21) COC/C=C/C1=CC2=CC(=O)C(C)(OC(=O)c3cnc4ccccc4n3)C(=O)C2=CN1Cc1ccc(OC)cc1 (stereo not drawn)
→ ., 3%, ?, -9%[17.4 µM], 20%[9.22 µM], ?, -24%&12%[10 µM]
22) O=c1oc2ccccc2cc1-c1nc(-c2ccccc2)no1
→ -4%, 4%, -2%, 8%, 9%, 2%, -20%
23) Cc1ccc(S(=O)(=O)N2CCCCC2C(=O)O)s1 (stereo not drawn)
→ -9%, -10%, 15%, 7%, 11%, -3%[46 µM], .
24) CCOC(=O)c1c(C)c(C(=O)NCc2ccccn2)c(C)n1C
→ ?, 5%, -2%, -3%, -3%, ?, -65%[inhibitor]
25) CCN(c1ccccc1)S(=O)(=O)c1ccc(Cl)c(NC(=O)CSc2n[nH]c(N)n2)c1
→ 2%, -9%, 1%, -13%, -11%, 3%, -11%[10 µM]
26) CC(=O)N/N=C/c1cc(C)n(-c2ccc(Br)cc2)c1C
→ -6%, 4%, -6%, -9%, 21%, -10%, 10%[0.074 µM]
27) O=C(Nc1ccccc1-c1ccccc1)c1cccs1
→ -3%, -10%, -4%, 3%, 25%[9.22 µM], 9%[46 µM], 12%[10 µM]
28) COc1ccc(N2CCN(CCNC(=O)CCN3C(=O)COc4ccccc43)CC2)cc1
→ -4%, -3%, 8%, -21%, 11%, -10%, 11%
29) C=C(C)CSc1nnc(-c2cc(OC)c(OC)c(OC)c2)n1N
→ 1%, 3%, -2%, -5%, 15%, -1%, -7%[0.074 µM]
30) Cc1nnc(SC(C)C(=O)Nc2ccc3c(c2)OCCO3)s1 (stereo not drawn)
→ 8%, -2%, 1%, -8%, -5%, -8%, 29%[10 µM]
31) Cc1cccc(/C=C2/C(=O)/C(=C/c3ccccc3C)C3CCC2N3C)c1 (stereo not drawn)
→ -1%, -5%, 4%, 0%, 0%, -4%, -14%
32) Cc1sc2ncnc(N3CCCCC3C)c2c1C (stereo not drawn)
→ -6%, -9%, -2%, -2%, -1%, ?, -13%[10 µM]
33) CCN(CCCNC(=O)C1CCC(=O)N1Cc1ccc(C)cc1)c1cccc(C)c1 (stereo not drawn)
→ -8%, 2%, -11%, -8%, -1%, 13%[0.0737 µM], 9%
34) c1ccc(N2CCN(C3CCSC3)CC2)cc1 (stereo not drawn)
→ 5%, -1%, 2%, -3%, -5%, 6%, -6%
35) Cc1cc(O)c(C(C)C)cc1C1(c2cc(C(C)C)c(O)cc2C)OC(=O)c2ccccc21
→ 2%[15.4 µM], -7%, -4%, -11%, -28%[9.22 µM], ?, 14%&7%[10 µM]
36) O=Cc1ccc(Oc2ncccn2)cc1
→ -1%, -5%, 6%, 1%, 1%, ?, -24%
37) CCOC(=O)C1CCN(C(=O)/C=C/c2cc(OC)c(OC)c(OC)c2)CC1
→ -9%, -3%, 5%, -7%, 11%, -9%, 1%[10 µM]
38) CC(NS(=O)(=O)c1ccc(F)cc1)C(c1cccs1)N1CCOCC1 (stereo not drawn)
→ 2%, -6%, 5%[2.36 µM], 0%, -9%, 1%, .
39) O=C(NC1CCCC1)C1(c2ccccc2)CCN(S(=O)(=O)c2ccccc2)CC1
→ -7%, -6%, -2%, -17%, -4%, -5%, 1%
40) CCCCCn1c(=O)[nH]c2cc(C(=O)NCc3ccc4c(c3)OCO4)ccc2c1=O
→ 14%, -4%, 4%, -3%, ?, 18%, -37%
41) Cc1cn([C@H]2C[C@H](N=[N+]=[N-])[C@H](CO)O2)c(=O)[nH]c1=O
→ ., ., ., ., 7%, ?, ?
42) Brc1ccc(-c2nc(-c3ccccc3)no2)o1
→ -1%, -6%, 9%, -2%, -9%, 7%, -22%[0.074 µM]
43) CC1(C(=O)Nc2nccs2)Cc2ccccc2C(=O)O1 (stereo not drawn)
→ -8%, 4%, 4%, 3%, -6%, 7%, 1%
44) Cn1cc(/C=C(\C#N)C(=O)Nc2cccc([N+](=O)[O-])c2)c2ccccc21
→ -4%, 3%, -6%, -2%, -19%, ., -46%[inhibitor]
45) Cc1cccc(-n2c(C)cc(/C=C3\NC(=O)NC3=O)c2C)c1
→ ., -10%, -12%, -1%, -22%[9.22 µM], ., -9%[10 µM]
46) Cc1cc(C)c(S(C)(=O)=O)c(Sc2ccc(Cl)cc2)n1
→ 0%, -2%, 8%, -10%, -14%, -2%, -23%
47) C/C(=N\NC(N)=S)C1(C)CCCCC1
→ -8%, -3%, 7%, 5%, 4%, -6%, .
48) COc1ccc2cnn(-c3ccc(OC(F)(F)F)cc3)c(=O)c2c1OC
→ -5%, 5%, 0%, -10%, -23%[9.22 µM], ., -12%[10 µM]

Two entries from above in another layout.
item	molecule	GAA inhib	GAA glycogen mod	CBFb-RUNX1 inh	aGlu spleen mod	HTT aggregate	LMNA splice mod	HTT cytoprotect
8	N#Cc1c(N2CCCC2)ccc(Br)c1Cl	4%	-5%	?	0%	17%[9.22 µM]	.	38%[10 µM]
17	N#Cc1c2c(c(N3CCN(c4ccccn4)CC3)n3c1nc1ccccc13)CCC2	2%[15.4 µM]	-5%	5%	6%	1%	7%	16%

Part of the list above, tab-delimited:
No.	SMILES	GAA inhib	GAA glycogen mod	CBFb-RUNX1 inh	aGlu spleen mod	HTT aggregate	LMNA splice mod	HTT cytoprotect
46	Cc1cc(C)c(S(C)(=O)=O)c(Sc2ccc(Cl)cc2)n1	0%	-2%	8%	-10%	-14%	-2%	-23%
47	C/C(=N\NC(N)=S)C1(C)CCCCC1	-8%	-3%	7%	5%	4%	-6%	.

Some entries already given, limited to aGlu spleen mod.
| cpd | SMILES | aGlu spleen mod |
| --- | --- | --- |
| 42 | Brc1ccc(-c2nc(-c3ccccc3)no2)o1 | -2% |
| 43 | CC1(C(=O)Nc2nccs2)Cc2ccccc2C(=O)O1 (stereo not drawn) | 3% |
| 44 | Cn1cc(/C=C(\C#N)C(=O)Nc2cccc([N+](=O)[O-])c2)c2ccccc21 | -2% |
| 45 | Cc1cccc(-n2c(C)cc(/C=C3\NC(=O)NC3=O)c2C)c1 | -1% |

Assay outcomes as filed in PubChem.
